EP2 antag: EP2 receptor (human) inhibition; actives 0.52% (n = 260,000); inhibition, % at 25 µM; C6 glioma cells expressing human EP2, cAMP TR-FRET; cells stimulated with saturating PGE2; P43116;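 active = percent inhibition above 40 after rounding to a whole number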;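 note: rat C6 glioma host cells with rolipram phosphodiesterase inhibitor present; the protocol text gives 20 µM as final concentration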
Target sequence (P43116 whole entry, looked up): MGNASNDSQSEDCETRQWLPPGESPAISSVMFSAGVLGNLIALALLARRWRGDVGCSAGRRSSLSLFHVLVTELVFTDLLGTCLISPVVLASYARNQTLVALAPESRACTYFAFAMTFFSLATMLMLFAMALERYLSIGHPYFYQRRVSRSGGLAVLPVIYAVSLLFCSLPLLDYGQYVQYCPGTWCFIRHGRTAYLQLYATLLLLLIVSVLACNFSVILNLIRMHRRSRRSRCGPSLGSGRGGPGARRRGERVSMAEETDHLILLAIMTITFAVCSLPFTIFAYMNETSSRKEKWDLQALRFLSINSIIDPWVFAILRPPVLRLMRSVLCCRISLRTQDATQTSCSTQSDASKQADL
FXIa inh: inhibitors of human coagulation factor XIa; purified FXIa, Boc-Glu-Ala-Arg-AMC fluorogenic substrate; inhibition, % at 5 µM; actives 0.14% (n = 220,000); AID 798;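 active = inhibition of at least 40%; inactive = inhibition below 40%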;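 note: fluorescence of freed AMC excited at 355 nm; 0% = enzyme without compound and 100% = no enzyme blank; many of its hits are not listed in these tables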
Wee1 degr inh: human Wee1 degradation inhibition, primary screen. P30291. HeLa Luc-Wee1K328M stability, luciferase luminescence; 100% = proteasome inhibitor MG132 effect. reporter increase, % at 5 µM. actives 1.2% (n = 220,000). AID 1321;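 active = activation above the mean of all tested compounds plus 3 SD, set per screening run, cut at about 8.8% in these data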;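 note: cells exposed to compound for 20 h before luminescence read; 0% = DMSO alone and 100% = MG132 at 30 µM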
Target sequence (P30291 whole entry K328M): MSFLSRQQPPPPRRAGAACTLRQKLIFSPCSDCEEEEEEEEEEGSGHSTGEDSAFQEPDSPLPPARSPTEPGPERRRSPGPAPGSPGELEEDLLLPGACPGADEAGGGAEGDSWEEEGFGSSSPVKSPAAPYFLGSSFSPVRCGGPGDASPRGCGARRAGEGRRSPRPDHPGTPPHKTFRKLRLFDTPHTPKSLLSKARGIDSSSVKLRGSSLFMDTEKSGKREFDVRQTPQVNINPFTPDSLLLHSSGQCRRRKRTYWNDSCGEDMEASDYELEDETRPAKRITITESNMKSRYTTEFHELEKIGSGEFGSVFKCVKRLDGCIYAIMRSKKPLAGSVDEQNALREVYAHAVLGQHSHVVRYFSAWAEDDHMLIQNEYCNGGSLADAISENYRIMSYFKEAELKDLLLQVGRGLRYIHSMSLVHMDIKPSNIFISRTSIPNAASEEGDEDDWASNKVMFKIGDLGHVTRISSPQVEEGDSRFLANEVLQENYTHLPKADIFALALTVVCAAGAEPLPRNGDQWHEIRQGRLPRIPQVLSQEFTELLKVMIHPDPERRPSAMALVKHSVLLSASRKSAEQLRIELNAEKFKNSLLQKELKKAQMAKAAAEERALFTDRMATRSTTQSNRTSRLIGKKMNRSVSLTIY
PPC-1+TRAIL kill: PPC-1 cancer cell killing with TRAIL present; actives 0.41% (n = 220,000); PPC-1 cells + TRAIL, ATPLite viability luminescence; cell killing (% activity), % at 4 µM;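 active = cell killing above 50% in the first pass at 4 µM, then a duplicate retest at 5 µM averaging 50% or more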;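 note: plate controls were cells with TRAIL plus DMSO for no effect and medium-only wells lacking cells for full effect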
CHOP inh: blocks CHOP induction under ER stress; CHO-K1 CHOP-promoter luciferase, tunicamycin-induced, 15-18 h; inhibition, % at 10 µM; actives 3.8% (n = 220,000);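 active = compounds that reduced the stress-induced luciferase reporter signal by more than about 70% of percent inhibition, limit read from the data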;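 note: 0% = tunicamycin plus vehicle and 100% = wells without tunicamycin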
TbHK1 inh: blocks Trypanosoma brucei hexokinase 1 activity | recombinant TbHK1, G6PDH-coupled NADH A340 | inhibition, % at 10 µM | actives 0.11% (n = 220,000);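 active = inhibition of 50% or more in the single-dose primary screen; inactive = inhibition below 50%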
FXIIa inh 1536: blocks human coagulation factor XIIa protease activity | inhibition, % at 5 µM | AID 800 | purified FXIIa, Boc-QGR-AMC fluorogenic substrate, 2 h | actives 0.3% (n = 220,000); in the data active = inhibition above about 40%;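 note: 0% = enzyme with no compound and 100% = blank without enzyme; many of its hits are not listed in these tables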
TNF death inh: TNF-alpha cell death inhibition in Jurkat FADD-/- cells; Jurkat FADD-/- TNF necroptosis rescue, ATP luminescence, 24 h; 0 = TNF only, 100 = no-TNF cells; activation (protection from cell death), % at 10 µM; actives 0.068% (n = 220,000);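 active = activation, meaning protection from cell death, of at least 50% relative to plate controls; inactive = activation below 50%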;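 note: necroptosis triggered by 40 ng/mL TNF-alpha added together with compound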
zVAD death inh: L929 zVAD cell death inhibition; viability rescue, % at 10 µM; AID 1377; actives 0.38% (n = 220,000); L929 zVAD necroptosis rescue, ATP luminescence, 24 h; with zVAD 60 µM;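 active = activation, scaled between plate controls, above about 75%, limit read from the data; inactive = activation under that limit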;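 note: 0% = zVAD with DMSO and 100% = DMSO alone without zVAD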
* marks the source's active call; other numbers are inactive results. Not all compounds are listed; rates above refer to the full screens.

CCc1nnc(NC(=O)CSc2nnc(-c3ccccc3O)o2)s1 was read as EP2 antag 8, FXIa inh -2, Wee1 degr inh 6, PPC-1+TRAIL kill 13, CHOP inh -4, TbHK1 inh 3, FXIIa inh 1536 6, TNF death inh 1.2 and zVAD death inh -0.9.
`O=C(N/N=C\c1ccc(O)c([N+](=O)[O-])c1)C1COc2ccccc2O1` (stereo not given) gave EP2 antag 5, FXIa inh 1, Wee1 degr inh 1, PPC-1+TRAIL kill -2, CHOP inh 0, TbHK1 inh -52, FXIIa inh 1536 3, TNF death inh 0.2 and zVAD death inh -0.2.
O=C(CCn1c(=O)oc2ccccc21)Nc1ccccc1 was read as EP2 antag 6, FXIa inh 29, Wee1 degr inh 2, PPC-1+TRAIL kill -3, CHOP inh 42, TbHK1 inh 2, FXIIa inh 1536 11, TNF death inh -1.8 and zVAD death inh 0.0.
For O=C(N/N=C/C=C/c1ccccc1)c1cccs1 the results were EP2 antag 9, FXIa inh -2, Wee1 degr inh 1, PPC-1+TRAIL kill 24, CHOP inh -28, TbHK1 inh -72, FXIIa inh 1536 6, TNF death inh 1.3 and zVAD death inh -0.3.
`CC(Oc1ccccc1)C(=O)NN1Cc2ccccc2C1=N` (stereo not given) gave EP2 antag 8, FXIa inh -1, Wee1 degr inh -1, PPC-1+TRAIL kill 18, CHOP inh 45, TbHK1 inh -1, FXIIa inh 1536 1, TNF death inh 0.8 and zVAD death inh 0.3.
Screening COc1ccc(-n2c(SCC(=O)Nc3sc4c(c3C#N)CCCC4)nnc2-c2ccc(O)cc2)cc1 returned EP2 antag 6, FXIa inh -7, Wee1 degr inh 1, PPC-1+TRAIL kill 15, CHOP inh 106*, TbHK1 inh -20, FXIIa inh 1536 6, TNF death inh -1.2 and zVAD death inh 0.2.
For CCN(CCNc1ccc(Cl)cc1[N+](=O)[O-])C(=O)c1cc([N+](=O)[O-])c(N(C)C)cc1OC the results were EP2 antag 5, FXIa inh -4, Wee1 degr inh -1, PPC-1+TRAIL kill 20, CHOP inh 7, TbHK1 inh -17, FXIIa inh 1536 3, TNF death inh -1.9 and zVAD death inh 0.1.
O=C(Nc1nccs1)c1cncc(Br)c1 was read as EP2 antag 15, FXIa inh 6, Wee1 degr inh 5, PPC-1+TRAIL kill 2, CHOP inh -26, TbHK1 inh 0, FXIIa inh 1536 13, TNF death inh 1.1 and zVAD death inh 0.9.
Cc1cc(C)c(NC(=O)CN2CCN(C)CC2)c(C)c1 was read as EP2 antag 7, FXIa inh 4, PPC-1+TRAIL kill 24, CHOP inh -16, TbHK1 inh -1, FXIIa inh 1536 11, TNF death inh 1.1 and zVAD death inh 0.5.
`O=C(NCCc1ccc(Cl)cc1)Nc1ccc(F)cc1` gave EP2 antag 9, FXIa inh -3, Wee1 degr inh -1, PPC-1+TRAIL kill 20, CHOP inh 4, TbHK1 inh 3, TNF death inh 3.9 and zVAD death inh 7.8.
Oc1ccc(Cn2ccnc2)c2cccnc12 was read as EP2 antag 11, FXIa inh -5, Wee1 degr inh 3, PPC-1+TRAIL kill -8, CHOP inh -6, TbHK1 inh 3, FXIIa inh 1536 1, TNF death inh -1.3 and zVAD death inh 56.
CC(=O)c1sc(NC(=O)CCOc2ccccc2)nc1C was read as EP2 antag 18, FXIa inh 0, Wee1 degr inh -2, PPC-1+TRAIL kill 6, CHOP inh 50, TbHK1 inh -6, FXIIa inh 1536 7, TNF death inh 2.1 and zVAD death inh 1.6.
`O=C(NC(=S)Nc1ccccc1O)c1ccccc1Cl` gave EP2 antag 11, FXIa inh -3, Wee1 degr inh 3, PPC-1+TRAIL kill 28, CHOP inh -20, TbHK1 inh 0, FXIIa inh 1536 2, TNF death inh -0.1 and zVAD death inh 0.1.
For O=C(CCNS(=O)(=O)c1ccc(Br)s1)NCc1ccccc1Cl the results were EP2 antag 7, FXIa inh -5, Wee1 degr inh 1, PPC-1+TRAIL kill 14, CHOP inh 2, TbHK1 inh 2, FXIIa inh 1536 2, TNF death inh 4.0 and zVAD death inh 0.9.
Screening O=C(Nc1ncc(Cl)cc1Cl)c1c(F)cccc1Cl returned EP2 antag 0, FXIa inh 1, Wee1 degr inh -5, PPC-1+TRAIL kill -4, CHOP inh 0, TbHK1 inh -4, FXIIa inh 1536 16, TNF death inh -1.2 and zVAD death inh 0.3.
For CCN(c1ccccc1)S(=O)(=O)c1cc(NC(=O)Nc2ccccc2C#N)ccc1Cl the results were EP2 antag 7, FXIa inh -5, Wee1 degr inh -1, PPC-1+TRAIL kill 17, CHOP inh 13, TbHK1 inh -6, FXIIa inh 1536 -4, TNF death inh 2.0 and zVAD death inh 0.4.
Screening Cn1c(=NC(=O)C2CCN(S(=O)(=O)c3cccs3)CC2)sc2ccccc21 returned EP2 antag 12, FXIa inh 1, Wee1 degr inh -2, PPC-1+TRAIL kill 5, CHOP inh 20, TbHK1 inh -1, FXIIa inh 1536 9, TNF death inh 0.6 and zVAD death inh 1.8.
`COc1cc2c(cc1OC)-c1n[nH]c(=S)n1C(C)(C)C2` gave EP2 antag 4, FXIa inh -1, Wee1 degr inh -2, PPC-1+TRAIL kill 14, CHOP inh 9, TbHK1 inh -6, FXIIa inh 1536 8, TNF death inh -0.9 and zVAD death inh -0.9.
O=C(NC1CCS(=O)(=O)C1)c1cc(-c2ccccc2)nc2ccccc12 (stereo not given) was read as EP2 antag 1, FXIa inh 1, Wee1 degr inh 0, PPC-1+TRAIL kill -21, CHOP inh 21, TbHK1 inh -11, FXIIa inh 1536 7, TNF death inh 0.2 and zVAD death inh 1.4.
CCOC(=O)c1c(N/N=C/c2ccncc2)n[nH]c1C was read as EP2 antag 9, FXIa inh 5, Wee1 degr inh -1, PPC-1+TRAIL kill 9, CHOP inh -15, TbHK1 inh -46, FXIIa inh 1536 8, TNF death inh 5.1 and zVAD death inh 2.8.

For convenience, some entries already given.
CC(=O)c1sc(NC(=O)CCOc2ccccc2)nc1C was read as EP2 antag 18, FXIa inh 0, Wee1 degr inh -2, PPC-1+TRAIL kill 6, CHOP inh 50, TbHK1 inh -6, FXIIa inh 1536 7, TNF death inh 2.1 and zVAD death inh 1.6.
`O=C(NC(=S)Nc1ccccc1O)c1ccccc1Cl` gave EP2 antag 11, FXIa inh -3, Wee1 degr inh 3, PPC-1+TRAIL kill 28, CHOP inh -20, TbHK1 inh 0, FXIIa inh 1536 2, TNF death inh -0.1 and zVAD death inh 0.1.
For O=C(CCNS(=O)(=O)c1ccc(Br)s1)NCc1ccccc1Cl the results were EP2 antag 7, FXIa inh -5, Wee1 degr inh 1, PPC-1+TRAIL kill 14, CHOP inh 2, TbHK1 inh 2, FXIIa inh 1536 2, TNF death inh 4.0 and zVAD death inh 0.9.

Next section.
Screening Cn1cnnc1SCC(=O)Nc1ccccc1C(=O)NC1CCCC1 returned EP2 antag 9, FXIa inh -3, Wee1 degr inh -3, PPC-1+TRAIL kill -4, CHOP inh -31, TbHK1 inh 7, FXIIa inh 1536 11, TNF death inh -1.6 and zVAD death inh 0.0.
O=C(NCc1ccco1)c1cc(-c2cccs2)nc2ccccc12 was read as EP2 antag 5, FXIa inh 1, Wee1 degr inh 2, PPC-1+TRAIL kill 12, CHOP inh 8, TbHK1 inh -15, FXIIa inh 1536 5, TNF death inh -0.4 and zVAD death inh -0.3.
Cc1oc(/N=C/c2ccc3c(c2)OCO3)c(C#N)c1C was read as EP2 antag 6, FXIa inh -5, Wee1 degr inh -2, PPC-1+TRAIL kill 7, CHOP inh -26, TbHK1 inh -15, FXIIa inh 1536 11, TNF death inh -1.7 and zVAD death inh 1.3.
Screening Cc1csc(NC(=O)CSc2nnc(-c3cccs3)n2C)n1 returned EP2 antag 3, FXIa inh 4, Wee1 degr inh -3, PPC-1+TRAIL kill 11, CHOP inh 1, TbHK1 inh 8, FXIIa inh 1536 13, TNF death inh 0.0 and zVAD death inh -0.2.
For COc1ccc(OC)c(CCNC(=O)C(=O)Nc2ccc3nc4n(c(=O)c3c2)CCCCC4)c1 the results were EP2 antag 1, FXIa inh 0, Wee1 degr inh -2, PPC-1+TRAIL kill 16, CHOP inh 20, TbHK1 inh -29, FXIIa inh 1536 11, TNF death inh -2.7 and zVAD death inh 2.2.
Screening COc1ccc(C(C)NC(=O)c2ccoc2C)cc1OC (stereo not given) returned EP2 antag 7, FXIa inh -3, Wee1 degr inh 1, PPC-1+TRAIL kill 11, CHOP inh 15, TbHK1 inh 1, FXIIa inh 1536 0, TNF death inh -1.1 and zVAD death inh -0.2.
`COc1cc(-c2nnc(-c3cc(OC)c(OC)c(OC)c3)o2)cc(OC)c1OC` gave EP2 antag 16, FXIa inh 8, Wee1 degr inh 3, PPC-1+TRAIL kill 18, CHOP inh -24, TbHK1 inh -5, FXIIa inh 1536 17, TNF death inh -3.9 and zVAD death inh -0.2.
Screening O=[N+]([O-])c1cn(-c2nc(-c3ccco3)cc(C(F)(F)F)n2)cn1 returned EP2 antag 13, FXIa inh 4, Wee1 degr inh -1, PPC-1+TRAIL kill 35, CHOP inh -7, TbHK1 inh -8, FXIIa inh 1536 23, TNF death inh 0.1 and zVAD death inh 0.6.
Screening CC(C)[C@H](NC(N)=O)C(=O)Nc1ccc(F)c(Cl)c1 returned EP2 antag 0, FXIa inh 5, Wee1 degr inh 2, PPC-1+TRAIL kill 8, CHOP inh -17, TbHK1 inh -2, FXIIa inh 1536 9, TNF death inh 0.3 and zVAD death inh -1.0.
`N/C(=N\N=C\c1cccc([N+](=O)[O-])c1)c1nonc1N` gave EP2 antag 6, FXIa inh 4, Wee1 degr inh -2, PPC-1+TRAIL kill 8, CHOP inh -23, TbHK1 inh -37, FXIIa inh 1536 7, TNF death inh -2.8 and zVAD death inh 0.2.
`CCCOc1cccc(C(=O)NC(=S)Nc2ccc(N3CCN(C)CC3)cc2)c1` gave EP2 antag 7, FXIa inh 2, Wee1 degr inh -1, PPC-1+TRAIL kill 21, CHOP inh -48, TbHK1 inh -2, TNF death inh 1.0 and zVAD death inh 3.3.
`CCOC(=O)C1(Cc2ccc(Cl)cc2)CCN(C(=O)c2ccoc2)CC1` gave EP2 antag 6, FXIa inh 6, Wee1 degr inh 1, PPC-1+TRAIL kill 3, CHOP inh 7, TbHK1 inh 7, FXIIa inh 1536 9, TNF death inh -1.0 and zVAD death inh -1.3.
COc1ccc(S(=O)(=O)n2cnc3cc(C)c(C)cc32)cc1C was read as EP2 antag 2, FXIa inh 2, Wee1 degr inh -1, PPC-1+TRAIL kill 20, CHOP inh 70*, TbHK1 inh -1, FXIIa inh 1536 8, TNF death inh 0.4 and zVAD death inh 0.8.
COc1ccc(NC(=O)CC2SC(=Nc3ccccc3)NC2=O)cc1 (stereo not given) was read as EP2 antag 4, FXIa inh 1, Wee1 degr inh -2, PPC-1+TRAIL kill 13, CHOP inh 15, TbHK1 inh -1, FXIIa inh 1536 -3, TNF death inh -2.6 and zVAD death inh 0.2.
CC1=C(C(=O)OC(C)C)C(c2c(O)ccc3ccccc23)NC(=O)N1 (stereo not given) was read as EP2 antag 16, FXIa inh 2, Wee1 degr inh 0, PPC-1+TRAIL kill -8, CHOP inh 37, TbHK1 inh -2, FXIIa inh 1536 -16, TNF death inh -1.6 and zVAD death inh -0.1.
For O=C(CSc1nccc(=O)[nH]1)NCc1ccco1 the results were EP2 antag 10, FXIa inh -3, Wee1 degr inh 5, PPC-1+TRAIL kill 5, CHOP inh -1, TbHK1 inh 15, FXIIa inh 1536 5, TNF death inh -2.0 and zVAD death inh 0.7.
For C(=N\n1cnnc1)/c1cn(-c2cccs2)nc1-c1ccccc1 the results were EP2 antag 10, FXIa inh 4, Wee1 degr inh 4, PPC-1+TRAIL kill 26, CHOP inh 11, TbHK1 inh -7, FXIIa inh 1536 9, TNF death inh -1.5 and zVAD death inh -0.1.
